Source: PubChem (several laboratories)
PG9 Ab binder: binders of HIV-1 gp120 antibody PG9, primary screen, biochemical, TR-FRET; HIV-1 gp120 / PG9 antibody interaction; hit rate 0.43% among 360,000; TR-FRET gp120-PG9 antibody binding; inhibition, % at 6.7 µM; in the data active = inhibition above about 8.5%
hgDAF12 agonist: H. glycines DAF-12 receptor agonists, primary screen, cell-based, luminescence, HEK293, GAL4 fusion, UAS-luciferase | HEK293 GAL4-hgDAF12 UAS-luciferase reporter, agonist luminescence; normalized to butyrate control | activation, % at 6.8 µM | hit rate 1.8% among 370,000 | Nuclear hormone receptor DAF-12 (Heterodera glycines), GAL4 fusion;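 active = activation above a cutoff set at the mean of all screened compounds plus 3 SD, cut at about 10% in these data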;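 note: 0% = DMSO wells and 100% = sodium butyrate wells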
hcDAF12 agonist: H. contortus DAF-12 nuclear receptor activators, primary screen, cell-based, luminescence, HEK293, lit1-tk-luc reporter | hit rate 1.4% among 370,000 | HEK293 hcDAF-12 lit1-tk-luc reporter; 0% DMSO, 100% Δ7-dafachronic acid | activation, % at 6.8 µM | AID 652067, 2013;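 active = activation above the mean of all tested compounds plus 3 SD, cut at about 5.5% in these data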;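 note: 100% = response to 3 µM Δ7-dafachronic acid high control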
PLCb3 inh: human PLC-beta3 inhibitors, primary screen, biochemical, fluorescence. Purified PLC-beta3, fluorogenic substrate. inhibition, % at 12.2 µM. hit rate 0.18% among 370,000. 1-phosphatidylinositol 4,5-bisphosphate phosphodiesterase beta-3 (Homo sapiens), Q01970; in the data active = inhibition above about 11%;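 note: 0% = median of compound wells on plate and 100% = full blocker control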
Target sequence (Q01970 whole entry, looked up): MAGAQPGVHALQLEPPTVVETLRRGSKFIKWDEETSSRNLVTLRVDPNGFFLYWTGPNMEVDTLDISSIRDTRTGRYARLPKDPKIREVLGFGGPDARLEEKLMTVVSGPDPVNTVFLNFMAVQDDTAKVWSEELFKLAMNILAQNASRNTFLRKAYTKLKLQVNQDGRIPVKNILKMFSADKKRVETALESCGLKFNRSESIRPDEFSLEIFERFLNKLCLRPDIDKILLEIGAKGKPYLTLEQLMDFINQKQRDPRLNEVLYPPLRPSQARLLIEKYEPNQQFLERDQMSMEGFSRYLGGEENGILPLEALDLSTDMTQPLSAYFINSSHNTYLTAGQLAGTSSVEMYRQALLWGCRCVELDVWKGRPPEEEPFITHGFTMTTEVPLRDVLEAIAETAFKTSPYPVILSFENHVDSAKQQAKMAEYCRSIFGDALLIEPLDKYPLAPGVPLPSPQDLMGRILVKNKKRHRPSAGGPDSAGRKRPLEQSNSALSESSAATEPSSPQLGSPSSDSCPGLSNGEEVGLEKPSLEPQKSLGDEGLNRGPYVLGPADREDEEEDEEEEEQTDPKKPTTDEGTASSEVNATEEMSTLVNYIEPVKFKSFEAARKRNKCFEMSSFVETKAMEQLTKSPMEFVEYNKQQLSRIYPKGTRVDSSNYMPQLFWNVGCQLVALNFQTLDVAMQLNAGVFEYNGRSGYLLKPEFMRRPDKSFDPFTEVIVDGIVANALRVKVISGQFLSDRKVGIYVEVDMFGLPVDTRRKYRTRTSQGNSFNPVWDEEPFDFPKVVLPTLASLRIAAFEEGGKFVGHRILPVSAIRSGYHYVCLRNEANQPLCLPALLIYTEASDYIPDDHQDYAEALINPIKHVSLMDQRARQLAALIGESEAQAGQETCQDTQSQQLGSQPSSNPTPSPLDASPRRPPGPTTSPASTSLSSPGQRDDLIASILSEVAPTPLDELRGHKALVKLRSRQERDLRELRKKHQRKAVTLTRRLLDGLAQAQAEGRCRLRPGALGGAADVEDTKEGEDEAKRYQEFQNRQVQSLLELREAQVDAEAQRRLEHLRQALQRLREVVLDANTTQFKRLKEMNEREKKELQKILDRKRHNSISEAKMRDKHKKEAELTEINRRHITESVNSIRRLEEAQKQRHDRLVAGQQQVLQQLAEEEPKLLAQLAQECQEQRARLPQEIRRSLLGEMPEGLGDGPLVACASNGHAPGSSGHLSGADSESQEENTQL
Rev-erbA mod: modulators of Rev-erb alpha DNA binding, primary screen, biochemical, FITC-DNA, fluorescence polarization, uHTS. Nuclear receptor subfamily 1 group D member 1 (Homo sapiens), P20393. Rev-erbα–FITC-DNA binding, 90 min. activity, % at 10 µM. hit rate 0.79% among 370,000;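 active = activity above about 14%, limit read from the data; passing the limit was not always enough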;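 note: 0% = DMSO wells with 35 nM protein and 100% = DMSO wells with 750 nM protein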
SMARCA2 act: SMARCA2 (BRM) function activators, primary screen, cell-based, luminescence, high throughput; MG213 cells, MMTV-luciferase reporter, dexamethasone, overnight; activation, % at 9.1 µM; hit rate 1% among 370,000; AID 652017, 2013; in the data active = activation above about 7.8%;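 note: 0% = vehicle wells and 100% = reference activator wells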
DAX1 inh-1: DAX1 (NR0B1) inhibitors on StAR promoter, primary screen, cell-based, luminescence, SF-1 (NR5A1), full-length DAX-1; inhibition, % at 6.8 µM; hit rate 1.1% among 370,000; HEK293T StAR-luciferase reporter, SF-1/DAX-1 repression relief; AID 652010, 2013;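 active = inhibition above the mean over all tested compounds plus 3 SD, cut at about 3.6% in these data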;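 note: 0% = DAX-1 cells with DMSO and 100% = cells lacking DAX-1 with DMSO; higher inhibition means more luminescence from relief of DAX-1 repression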
HGIII-sPLA2 inh: human group III sPLA2 inhibitors, primary screen, biochemical, QFRET, BODIPY PC-A2 liposome substrate | inhibition, % at 12.2 µM | Group 3 secretory phospholipase A2 (Homo sapiens), Q9NZ20 | hit rate 0.56% among 370,000 | QFRET BODIPY PC-A2 liposome hydrolysis, fluorescence;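 active = inhibition above mean plus 3 SD of compounds lying within the high and low control bounds, cut at about 19% in these data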;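 note: 0% = median of test compound wells and 100% = no enzyme DMSO wells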
ssDAF12 agonist: S. stercoralis DAF-12 nuclear receptor activators, primary screen, cell-based, luminescence, HEK293, GRIP1 co-expression, lit1-tk-luc | activation, % at 6.8 µM | Nuclear hormone receptor DAF-12 (Strongyloides stercoralis) | HEK293 ssDAF-12/GRIP1 lit1-tk-luc reporter; % of 3 µM dafachronic acid response | hit rate 1% among 370,000;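 active = activation above the mean over all tested compounds plus 3 SD, cut at about 0.9% in these data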;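 note: 0% = DMSO-only wells and 100% = 3 µM delta7-dafachronic acid wells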
DAX1 inh-2: DAX1 (NR0B1) inhibitors, primary screen, cell-based, HEK293, Gal4-DAX1, luciferase luminescence | inhibition, % at 6.75 µM | HEK293 Gal4-DAX1 luciferase reporter | hit rate 0.99% among 340,000 | AID 504766, 2011;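 active = inhibition above the mean over all tested compounds plus 3 SD, cut at about 4.2% in these data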;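 note: 0% = DAX1-transfected cells with DMSO and 100% = empty-vector control cells with DMSO; inhibition shows as a rise in luminescence from relieved DAX1 repression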
GAA850 FXN act: FXN promoter activators, primary screen, cell-based, luciferase luminescence, HEK293 lucGAA850; hit rate 0.56% among 360,000; AID 540364, 2011; HEK293 lucGAA850 FXN promoter luciferase reporter, 24 h; percent of 10 µM SAHA response; activation, % at 6 µM;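 active = activation above the average of all compounds screened plus 3 SD, cutoff fixed separately per campaign, cut at about 7.5% in these data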;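 note: 0% = DMSO wells and 100% = 10 µM SAHA wells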
* hit, by the source's call; · = not tested or not shown.

SMILES	PG9 Ab binder	hgDAF12 agonist	hcDAF12 agonist	PLCb3 inh	Rev-erbA mod	SMARCA2 act	DAX1 inh-1	HGIII-sPLA2 inh	ssDAF12 agonist	DAX1 inh-2	GAA850 FXN act
Cc1cc(C)c2c(=O)[nH]c(SCC(=O)N3CCCCC3)nc2n1	-0.5	-1.3	-0.8	-4	-1	-2	0.1	4	-0.7	0.3	-1.1
Cc1ccc(CNS(=O)(=O)c2cn(C)cn2)cc1	-0.2	-0.7	-3.4	1	2	-2	-0.1	10	-1.8	0.6	2.2
Cc1nc(C)c(C(=O)Nc2cccc(F)c2)s1	-1.3	0.3	-0.8	-2	3	1	-0.1	-1	-1.2	-0.8	5.6
O=C(CNC1CCCCCC1)Nc1ccccc1N1CCCCC1	1.4	-1.0	-1.1	8	9	-4	-1.0	2	-0.8	-0.6	1.1
C#CCNC(=O)C1=C[C@H](c2csc3ccccc23)C[C@H](OCCCCO)O1	-0.6	0.3	0.5	-17	-2	0	-0.4	-4	-1.2	0.0	0.3
CSCCC(NC(=O)c1ccc(Cl)cc1Cl)C(=O)OC(C)C(=O)NCc1ccco1 (stereo unspecified)	-1.4	2.1	-0.3	-9	2	-1	0.1	3	-0.5	0.3	-1.1
CCOc1ccc(S(=O)(=O)Nc2nc3ccccc3nc2-n2ccc(=NC(=O)c3cccs3)cc2)cc1	20*	-2.0	0.0	-8	9	0	0.0	3	-1.0	-0.2	2.1
Cc1ccc([N+](=O)[O-])c2c1C(N1CC(C)OC(C)C1)C(C)(C)O2 (stereo unspecified)	-0.8	-2.4	-2.0	2	-1	-5	0.1	4	15*	2.7	0.8
O=C(NC1C(=O)NNC1c1ccccc1)c1ccccc1 (stereo unspecified)	-1.0	3.9	4.5	6	0	1	2.9	-5	-0.7	0.4	0.1
COCCCn1c(SCC(=O)N(C)C)nnc1-c1ccccc1	-3.5	-2.1	-0.2	1	-7	2	0.1	5	-1.5	0.0	-1.6
COc1ccccc1-c1nnc(NC(=O)C2CCCN2S(=O)(=O)c2cccs2)o1 (stereo unspecified)	-1.0	-1.3	3.6	1	-6	-3	1.4	9	-0.3	0.9	1.4
Cc1noc(C)c1C(=O)OC(C)C(=O)N(C)c1ccccc1 (stereo unspecified)	-0.6	1.8	-0.3	-1	-9	-1	0.4	8	-0.1	0.6	3.0
O=C(CC[C@H]1O[C@@H](n2ccc(=O)[nH]c2=O)[C@H](O)[C@@H]1O)NCc1ccc2c(c1)OCO2	-1.1	-0.2	0.2	0	0	-5	0.8	11	-0.1	·	·
COc1ccc(C(=O)COC(=O)C(CCSC)NS(=O)(=O)c2ccc(Cl)cc2)cc1 (stereo unspecified)	-3.4	-0.8	-2.3	3	5	-2	-1.5	-42	-0.9	-2.2	-1.4
COc1ccc(C2c3ccccc3NC3C2C(=O)N(Cc2ccc(OC)cc2OC)[C@H]3Cc2ccccc2)cc1 (stereo partly specified)	·	4.0	-1.4	-7	3	-3	-1.5	5	-1.6	·	·
O=C(Nc1ccccc1N1CCOCC1)c1cccc(F)c1	1.4	-2.2	-1.4	3	-1	-1	-0.6	0	-1.8	0.4	0.9
CN(C)c1ccc(C=Cc2ccnc3ccccc23)cc1N	-1.8	17*	2.3	-296	-3	-5	0.6	14	-0.5	·	·
CC(=O)Oc1ccc(/C=N/NC(=O)CCSc2ccccc2)cc1	-0.6	-1.3	-1.2	0	2	0	0.3	-5	-0.4	-0.4	0.2
CCN1C(=O)/C(=C/c2cccs2)N(C)C1=S	-3.2	-0.3	0.2	5	1	-3	0.1	0	-0.8	1.1	2.0
CC(C)N(C(=O)NC(=O)Nc1ccc(S(=O)(=O)N2CCCC2)cc1)S(C)(=O)=O	-0.3	5.4	-1.3	6	-2	-3	-1.4	2	-1.6	-0.9	0.2
Cc1cc(C)n(-c2nc3ccccc3nc2N2CCN(C(=O)c3ccccc3)CC2)n1	-0.3	-4.2	-2.0	-35	1	0	-0.3	6	-1.3	0.6	0.7
COc1ccc(C(=O)Nc2ccncc2)cc1OC	0.0	-1.6	0.7	6	-4	1	-0.4	3	-1.5	-0.4	1.6
O=C(COc1ccc(-c2nnco2)cc1)Nc1c(F)cccc1F	-2.0	0.4	0.0	-3	-9	2	2.0	-2	-0.1	0.1	-0.3
O=C(CN1CCN(Cc2ccccc2)CC1)NCc1ccc(Cl)cc1	-3.0	2.7	0.5	-4	3	3	-0.4	0	-1.3	-1.0	3.0
Cc1ccnc(N/N=C/c2ccccc2)n1	-1.4	13*	17*	3	-3	1	4.6*	7	0.1	1.4	0.0
COc1cc(-c2noc(C3CCCN(C(=O)c4c(F)cccc4F)C3)n2)cc(OC)c1OC (stereo unspecified)	2.4	-2.0	-1.8	-3	-1	1	-0.4	-6	-2.0	-1.0	-0.3
CNS(=O)(=O)c1cccc(C(=O)OC2CCCCC2=O)c1 (stereo unspecified)	1.0	-0.1	-0.4	2	-1	0	-0.8	0	-0.9	-0.2	0.9
Cc1ccn2c(CNC(C)c3cn(C)nc3C)c(C(=O)N3CCCCCC3)nc2c1 (stereo unspecified)	-1.6	1.1	-0.4	-15	2	-1	-1.3	5	-1.1	-0.1	-0.2
COC(=O)c1ccc(NC(=O)CN(C)S(=O)(=O)c2ccc(OC)c(C)c2)cc1	0.9	-2.3	-2.3	-1	2	-4	-1.2	-43	-1.9	0.7	0.6
O=[N+]([O-])c1ccc2nnn(O)c2c1	-0.4	0.9	-0.2	2	-2	-2	0.2	0	-0.3	-0.5	1.6
CCn1c(=NC(=O)CN2C(=O)CCC2=O)sc2c(OC)ccc(OC)c21	-0.6	-3.2	-1.0	-14	0	-2	1.4	3	-0.3	-0.9	1.0
CCOCCCNCc1ccc(OCc2ccccc2C)c(OC)c1	-0.4	4.5	2.3	-8	4	2	0.3	-16	-1.4	0.1	-0.8
O=S(CC1CC1(Cl)Cl)CC1CC1(Cl)Cl (stereo unspecified)	0.5	-2.7	0.3	0	-1	-1	-0.8	11	-1.1	-0.3	2.8
CC(=O)c1ccc(NC(=O)Nc2ccc([N+](=O)[O-])cc2)cc1	0.0	1.5	-1.8	-1	1	-3	0.4	12	-1.7	-1.2	-1.3
Cn1c(CNc2ccc(Cl)cc2)nnc1SCC#N	-1.1	1.6	3.7	2	0	1	0.3	1	-0.8	-0.5	1.9
C=CCOc1ccc(/C=N/NC(=O)c2c(C)nc3ccc(Cl)cn23)cc1	-3.2	1.0	3.1	-10	1	0	-0.8	0	-0.9	0.6	-3.4
COc1ccc2cnn(Cc3ccccc3)c(=O)c2c1OC	-1.4	-1.1	0.0	-2	-3	0	0.2	-3	-1.2	1.0	3.1
CN(C)C(CNC(=O)c1ccc(C(=O)c2ccccc2)cc1)c1ccccc1 (stereo unspecified)	-1.4	1.4	-1.9	-1	1	1	0.2	-10	-1.6	-1.2	0.5
O=C(COC(=O)c1nc(Cl)ccc1Cl)Nc1ccccc1OC(F)F	-1.1	3.2	3.9	-4	4	0	-1.4	0	-0.7	0.5	1.8
CN(C)c1ccc(C2NCCS2)cc1 (stereo unspecified)	0.3	4.2	4.5	1	-3	-5	-0.2	6	0.0	0.2	1.0
CCS(=O)(=O)c1ccc(O)c(NC(=O)c2cc(OC)c(OC)c(OC)c2)c1	-1.2	0.5	-0.3	0	3	-2	0.1	0	-1.3	0.4	-3.6
CCOC(=O)[C@]12CCCCC/C=C\1N(CCc1ccc(Cl)cc1)C(=O)[C@H]2CC(=O)NCc1ccc(C)o1	·	-0.7	-3.0	4	4	1	0.4	-6	-1.3	·	·
COc1cc(NC(=S)Nc2ccccn2)cc(OC)c1OC	-2.0	4.4	-0.1	3	0	-1	0.2	9	-0.6	1.0	2.1
COc1ccc(C(c2c(C)n(C)n(-c3ccccc3)c2=O)c2c(C)n(C)n(-c3ccccc3)c2=O)cc1OC	-0.4	1.9	-2.0	-9	-2	-2	-0.1	3	-0.6	1.1	-1.7
O=[N+]([O-])c1cc2c(cc1CN1CCN(CCOCCO)CC1)OCO2	-0.2	-0.8	-1.0	-10	6	-2	-0.2	-15	-0.5	4.4*	1.8
CC1Cc2ccccc2N1C(=O)Cn1cc([N+](=O)[O-])cn1 (stereo unspecified)	-1.1	-1.1	5.5	13*	3	-1	0.0	-2	0.2	0.8	1.2
COc1ccc(-c2nc(CSCC(=O)NC3CCCc4ccccc43)c(C)o2)cc1OC (stereo unspecified)	0.1	-3.5	-1.3	3	1	-3	-0.9	-10	-1.8	-1.4	-1.4
CC(=O)c1sc(-c2ccc(Cl)cc2)nc1C	-2.6	4.0	1.4	-3	·	5	0.5	0	-0.9	1.7	4.1

2 of the compounds above, bar-delimited:
Molecule | PG9 Ab binder | hgDAF12 agonist | hcDAF12 agonist | PLCb3 inh | Rev-erbA mod | SMARCA2 act | DAX1 inh-1 | HGIII-sPLA2 inh | ssDAF12 agonist | DAX1 inh-2 | GAA850 FXN act
CCOC(=O)[C@]12CCCCC/C=C\1N(CCc1ccc(Cl)cc1)C(=O)[C@H]2CC(=O)NCc1ccc(C)o1 | · | -0.7 | -3.0 | 4 | 4 | 1 | 0.4 | -6 | -1.3 | · | ·
O=C(COC(=O)c1nc(Cl)ccc1Cl)Nc1ccccc1OC(F)F | -1.1 | 3.2 | 3.9 | -4 | 4 | 0 | -1.4 | 0 | -0.7 | 0.5 | 1.8

More entries follow.
SMILES	PG9 Ab binder	hgDAF12 agonist	hcDAF12 agonist	PLCb3 inh	Rev-erbA mod	SMARCA2 act	DAX1 inh-1	HGIII-sPLA2 inh	ssDAF12 agonist	DAX1 inh-2	GAA850 FXN act
Clc1ccc(-c2cnc3n2CCCCC3)cc1	-1.3	-3.2	-3.0	-2	4	-4	-0.9	-3	-2.1	-1.9	2.0
S=c1[nH]nc(Cc2sc(-c3ccccc3)nc2-c2ccccc2)o1	5.5	1.4	1.6	-6	-1	0	-0.6	2	-0.7	0.5	2.5
CCOC(=O)[C@]12CCCC=C1N(CCc1ccc(OC)c(OC)c1)C(=O)[C@H](CC(=O)N1CCCCC1)C2	-0.9	0.2	-0.8	-2	-5	-3	0.4	-3	-1.4	·	·
CCC[C@H]1[C@@H](N(C)Cc2cccs2)CC[C@@]23CCCN2C(=O)CCC[C@@H]13	·	1.8	-2.5	-1	43*	·	·	1	-1.9	·	·
O=C(c1ccccc1)c1ccc(OCC(O)CN2CCCCC2)cc1 (stereo unspecified)	2.2	1.2	-0.6	3	-2	-3	0.1	0	-0.9	0.7	-1.6
FC(F)(F)c1ccccc1N/N=C/c1cccnc1	1.4	3.4	-1.0	-3	1	-1	1.4	6	-0.9	0.4	0.4
